KCNH2 3.1 block – inhibitors of human KCNH2 3.1 potassium channel isoform; activity change, % (tested at about 1.8 µM); 0.95% of 340,000 active; U2OS KCNH2 3.1, thallium flux FluxOr; active compounds read low;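 active = maximum activity change below -70%; inconclusive = maximum activity change from -70% to -50%; inactive = maximum activity change above -50%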;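 note: thallium influx rate constant from kinetic fluorescence after stimulation buffer; % is set by controls: 0 for no effect and ±100 for the full control effect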
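Steps: virus added to U2OS suspension (4 h, RT, dark); medium with 10% FBS added, cells plated, 37 C overnight; FluxOr/Red40 loading buffer 45 min RT; stimulation buffer, 2 min kinetic read; rate constant normalized.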
NPC1 prom act – activates the NPC1 promoter | Huh7 NPC1 promoter luciferase reporter, 24 h | Potency, µM (highest dose often 9.22 µM), without a hit: at the top dose activation, hits mostly activators | 2.4% of 320,000 active | AID 485313;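 note: potency is the fitted concentration of half-maximal effect; % of control where 0% means no effect; nearly all actives have a fitted effect of over 60% in size; reporter is driven by a mutant NPC1 promoter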
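In 1536-well qHTS, Huh7 cells harboring an NPC1 promoter–luciferase construct received compound for 24 h; activation was quantified by luminescence following luciferase reagent addition.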
FLuc counter – firefly luciferase modulation, counter-screen for miR-21 project; P08659; purified FLuc, Km substrates, luminescence inhibition; Potency, µM (doses to about 57.5 µM), inactives show at the highest dose activity change, negative = inhibition, hits mostly inhibitors; 6.9% of 360,000 active; AID 588342;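 note: potency is the fitted concentration of half-maximal effect; plate controls were vehicle for no effect and reference inhibitor for full effect; nearly all actives have a fitted effect of over 55% in size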
Target sequence (P08659 whole entry, looked up): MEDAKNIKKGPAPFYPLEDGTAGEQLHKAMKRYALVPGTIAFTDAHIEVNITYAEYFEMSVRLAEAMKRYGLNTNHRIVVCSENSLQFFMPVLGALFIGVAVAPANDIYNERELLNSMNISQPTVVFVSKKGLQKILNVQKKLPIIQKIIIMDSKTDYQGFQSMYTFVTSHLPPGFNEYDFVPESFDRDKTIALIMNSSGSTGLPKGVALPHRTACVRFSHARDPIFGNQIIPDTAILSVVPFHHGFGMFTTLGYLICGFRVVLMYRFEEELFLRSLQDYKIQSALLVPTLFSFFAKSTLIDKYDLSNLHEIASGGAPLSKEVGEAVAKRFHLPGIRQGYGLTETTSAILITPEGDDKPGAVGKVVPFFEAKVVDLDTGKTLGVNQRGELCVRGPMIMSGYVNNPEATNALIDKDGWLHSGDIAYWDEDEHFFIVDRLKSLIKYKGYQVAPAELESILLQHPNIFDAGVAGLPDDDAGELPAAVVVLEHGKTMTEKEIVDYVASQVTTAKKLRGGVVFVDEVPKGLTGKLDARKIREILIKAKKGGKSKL
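Biochemical qHTS of compounds, final roughly 60 µM downward over six points, against 10 nM purified firefly luciferase using Km concentrations of substrates (10 uM D-luciferin, 10 uM ATP) in Tris acetate pH 7.5 buffer; luminescence output.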
ELG1 repair inh – inhibitors of ELG1-dependent DNA repair in HEK293T cells | HEK293T ELG1-luciferase reporter, luminescence, 16 h; DNA damage induced by 5-fluorouridine | Potency, µM (titrated, usually from 46.1 µM), without a hit: at the highest dose activity change, negative = inhibition, actives largely listed as inhibitors | 2.3% of 330,000 active | AID 504467; note: potency is the fitted concentration of half-maximal effect; % is set by controls: 0 for no effect and ±100 for the full control effect; nearly all actives have a fitted effect of over 55% in size
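Quantitative HTS, concentration-response format. 2,000 cells/well co-treated with 5-fluorouridine and compound, 16 hr in 5% CO2 at 37 °C; ONE-Glo luminescence read after 30 min.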
Mito fusion act – blocks mitochondrial division or promotes mitochondrial fusion; S. cerevisiae fusion-defective mutant growth rescue, CellTiterGlo 48 h; Potency, µM (top dose mostly 46.1 µM), without a hit: at the top dose growth rescue (activation), most hits filed as activators; 0.23% of 320,000 active; AID 485298;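 note: potency is the fitted concentration of half-maximal effect; % of control where 0% means no effect; nearly all actives have a fitted effect of over 45% in size; temperature-sensitive fusion mutants such as fzo1-1 at 37 °C on non-fermentable ethanol glycerol medium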
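Temperature-sensitive fusion-defective S. cerevisiae (e.g. fzo1-1, mgm1-5) were grown with compound in YPEG medium (3% ethanol, 3% glycerol) for 48 hours at 37C. Growth rescue was measured as viability by CellTiterGlo luminescence after 10 minutes at ambient.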
RORgamma inh – blocks mouse ROR gamma transcriptional activity; Potency, µM (highest dose often 53.6 µM), without a hit: at the top dose activity change, negative = inhibition, actives largely listed as inhibitors; Drosophila S2 Gal4-RORgamma UAS-luciferase reporter, 20 h; 5.4% of 310,000 active; AID 2551; note: potency is the fitted concentration of half-maximal effect; % is set by controls: 0 for no effect and ±100 for the full control effect; nearly all actives have a fitted effect of over 60% in size
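Drosophila S2 cells stably expressing Gal4-DBD/mouse RORγ fusion under metallothionein promoter plus UAS-luciferase; compound 1 h, then 700 uM CuSO4 induction for 20 h at ambient temperature; inhibition read as reduced luminescence.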
PKM2 activator – PKM2 (human) enzyme activation; P14618; purified PKM2, Kinase-Glo ATP luminescence, activation; response scale: 0% is enzyme alone, no compound; Potency, µM (top dose mostly 57.5 µM), inactives show at the top dose activation, most hits filed as activators; 0.34% of 260,000 active; AID 1631; note: potency is the fitted concentration of half-maximal effect; % is set by controls: 0 for no effect and ±100 for the full control effect; nearly all actives have a fitted effect of over 55% in size
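Kinase-Glo luminescence reports ATP generated from ADP (0.1 mM) and PEP (0.5 mM) by purified hPK-M2 after 1 h at room temperature, pH 7.2 imidazole buffer; intermediate enzyme activity allows detecting inhibitors and activators.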
VP16 counter – Gal4-VP16 reporter inhibition counter-screen; Drosophila S2 Gal4-VP16 UAS-luciferase, luminescence, 20 h; Potency, µM (doses to about 53.6 µM), for inactives: top-dose activity, negative = inhibition, usual class: inhibitors; 3.5% of 310,000 active; AID 2546;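 note: Gal4-VP16 expression switched on by copper sulfate through the metallothionein promoter; potency is the fitted concentration of half-maximal effect; % is set by controls: 0 for no effect and ±100 for the full control effect; nearly all actives have a fitted effect of over 50% in size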
Rab9 prom act – Rab9 promoter activation; Huh7 Rab9 promoter-luciferase reporter, luminescence, 24 h; Potency, µM (top dose mostly 9.22 µM), for inactives: at the highest dose activation, negative = inhibition, actives largely listed as activators; 2.8% of 320,000 active; note: potency is the fitted concentration of half-maximal effect; % of control where 0% means no effect; nearly all actives have a fitted effect of over 60% in size
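Luminescence read-out: Huh7 cells stably expressing Rab9-luciferase, treated 24 h with compound at 37 °C, then lysed with luciferase reagent for 10 min at ambient before reading.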
MBNL1 CUG block – inhibitors of human MBNL1 binding to CUG repeat RNA | TR-FRET MBNL1-His/biotin-(CUG)12 binding, 665/545 ratio | Potency, µM (titrated, usually from 57.5 µM), without a hit: at the highest dose activity change, negative = inhibition, hits mostly inhibitors | 0.036% of 280,000 active; active = well fitted inhibition curve with a large enough effect in the signal ratio, with a control signal flat, not every such curve was filed as active; inconclusive = small, poorly fitted or top-dose-only effect, or effect the other way, or a change in a side signal; inactive = no such curve, though single readings can be large or run the other way; the % refers to the signal ratio; note: potency is the fitted concentration of half-maximal effect; % is set by controls: 0 for no effect and ±100 for the full control effect
Target sequence (Q9NR56 whole entry, looked up): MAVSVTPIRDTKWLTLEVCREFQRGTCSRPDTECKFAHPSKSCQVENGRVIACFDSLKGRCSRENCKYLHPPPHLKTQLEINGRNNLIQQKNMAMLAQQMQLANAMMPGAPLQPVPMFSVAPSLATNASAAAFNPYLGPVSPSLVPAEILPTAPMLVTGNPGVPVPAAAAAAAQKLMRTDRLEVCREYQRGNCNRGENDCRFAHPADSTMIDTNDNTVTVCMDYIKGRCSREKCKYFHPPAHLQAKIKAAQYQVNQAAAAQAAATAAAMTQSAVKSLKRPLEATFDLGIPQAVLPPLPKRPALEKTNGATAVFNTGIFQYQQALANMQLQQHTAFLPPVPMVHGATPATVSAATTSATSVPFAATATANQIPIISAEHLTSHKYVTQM
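TR-FRET between His-tagged MBNL1 and biotin-(CUG)12 RNA, detected with Tb anti-His antibody (0.055 ng/ul) and streptavidin-XL665 (5 nM), 60 min at room temperature. Compounds titrated 92 nM to 58 uM; 665/545 nm ratio normalized to buffer and complex controls.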
Menin MLL FP TR – menin-MLL binding inhibition, Texas Red mutant peptide. Potency, µM (highest dose often 61.6 µM), without a hit: at the highest dose FP activity change, negative = inhibition, actives largely listed as inhibitors. Menin + Texas Red MLL mutant peptide, fluorescence polarization. 0.23% of 270,000 active; active = well fitted inhibition curve with a large enough effect in the polarisation, with a control signal flat, not every such curve was filed as active; inconclusive = small, poorly fitted or top-dose-only effect, or effect the other way, or a change in a side signal; inactive = no such curve, though single readings can be large or run the other way; the % refers to the polarisation; note: potency is the fitted concentration of half-maximal effect; % of control where 0% means no effect; many of its hits are not listed in these tables
Starred values were filed as active, the others as inactive; [ ] = remark or other dose. Unless noted, calls come from the whole dose curve; as a rule, active = well fitted curve in the direction sought with a large enough effect; inconclusive = small, poorly fitted or top-dose-only effect, or another doubt; inactive = no such curve, though single readings can be large; an effect the other way counts as inactive or inconclusive. This is a subset; the hit share may differ from the screen's.

Screening Cc1ccccc1OCC(=O)N(Cc1nnc(-c2ccc(Cl)cc2)o1)C(C)C returned KCNH2 3.1 block -6, NPC1 prom act -7%, FLuc counter -16%, ELG1 repair inh -20%, Mito fusion act 2% and Rab9 prom act -1%.
For COc1cccc(N2CCN(Cc3ccco3)CC2)c1 the results were KCNH2 3.1 block 8, NPC1 prom act 3%, FLuc counter inconclusive, ELG1 repair inh 7%, Mito fusion act 4%, RORgamma inh 24%, PKM2 activator 1%, VP16 counter 21%, Rab9 prom act 4%, MBNL1 CUG block 10% and Menin MLL FP TR -15%.
For COc1ccc(-n2ncc3c(=O)n(CC(C)=O)cnc32)cc1 the results were KCNH2 3.1 block -18, NPC1 prom act 5%, FLuc counter -10%, ELG1 repair inh inconclusive, Mito fusion act -2%, PKM2 activator -6%, Rab9 prom act 13%, MBNL1 CUG block 1% and Menin MLL FP TR -1%.
For CCOC(=O)c1cc(-c2ccc(OC)cc2)n[nH]1 the results were KCNH2 3.1 block 15, NPC1 prom act inconclusive, FLuc counter 17µM*, ELG1 repair inh inconclusive, Mito fusion act 7%, RORgamma inh -8%, PKM2 activator -22%, VP16 counter -25%, Rab9 prom act inconclusive and MBNL1 CUG block -7%.
For FC(F)Oc1ccc(C2N=C(c3ccccc3)NO2)cc1 (stereo unspecified) the results were KCNH2 3.1 block 20, NPC1 prom act 2.8µM*, FLuc counter 4.8µM*, ELG1 repair inh inconclusive, Mito fusion act -6%, RORgamma inh inconclusive, PKM2 activator 2%, VP16 counter -5%, Rab9 prom act 1.6µM*, MBNL1 CUG block -2% and Menin MLL FP TR 20%.
`COC(=O)c1ccc(NS(=O)(=O)c2cc3c4c(c2)CCC(=O)N4CCC3)cc1` gave KCNH2 3.1 block -14, NPC1 prom act 1%, FLuc counter 5%, ELG1 repair inh 22%, Mito fusion act -6% and Rab9 prom act -2%.
Screening O=C(NCCCn1ccnc1)c1cc(S(=O)(=O)N2CCOCC2)ccc1F returned KCNH2 3.1 block 20, NPC1 prom act -10%, FLuc counter -1%, ELG1 repair inh inconclusive, Mito fusion act 8%, RORgamma inh -24%, PKM2 activator 4%, VP16 counter -3%, Rab9 prom act 0%, MBNL1 CUG block -5% and Menin MLL FP TR 7%.
`CCOc1cc(C(=O)N2CCC(CC3CC(c4cccc(Br)c4)=NO3)(C(=O)NCC3CCCCC3)CC2)cc(OCC)c1OCC` (stereo unspecified) gave KCNH2 3.1 block 14, NPC1 prom act 1%, FLuc counter 0%, ELG1 repair inh inconclusive, Mito fusion act -3%, RORgamma inh 21%, PKM2 activator -1%, VP16 counter -9%, Rab9 prom act -1%, MBNL1 CUG block 0% and Menin MLL FP TR inconclusive.
Screening CC(C)(C)c1cc(=O)[nH]c(SCc2ccccc2)n1 returned KCNH2 3.1 block 15, NPC1 prom act -3%, FLuc counter inconclusive, ELG1 repair inh -23%, Mito fusion act 2%, RORgamma inh -23%, PKM2 activator -1%, VP16 counter -7%, Rab9 prom act -30%[inhibitor], MBNL1 CUG block -9% and Menin MLL FP TR -15%.
Screening O=C(NCCC(=O)N(Cc1ccco1)Cc1cccs1)c1ccc([N+](=O)[O-])cc1 returned KCNH2 3.1 block 7, NPC1 prom act -1%, FLuc counter -1%, ELG1 repair inh -19%, Mito fusion act 9% and Rab9 prom act 0%.
`CC(=O)c1cccc(CN2CCN(C3CCCC3)C(CCO)C2)c1` (stereo unspecified) gave KCNH2 3.1 block -1, NPC1 prom act -2%, FLuc counter -2%, ELG1 repair inh -13%, Mito fusion act 1%, RORgamma inh 19%, PKM2 activator 2%, VP16 counter -6%, Rab9 prom act -5%, MBNL1 CUG block -6% and Menin MLL FP TR 15%.
For CCC(C)NC(=O)C1CCC(CNS(=O)(=O)c2ccc3c(c2)N(C(C)=O)CCO3)CC1 (stereo unspecified) the results were KCNH2 3.1 block -5, NPC1 prom act -3%, FLuc counter 2%, ELG1 repair inh 10%, Mito fusion act 0%, RORgamma inh 1%, VP16 counter 2%, Rab9 prom act 0% and MBNL1 CUG block -1%.
Screening CSc1ncc(CN2CCN(CCC(C)C)C(CCO)C2)cn1 (stereo unspecified) returned KCNH2 3.1 block -4, NPC1 prom act -1%, FLuc counter -1%, ELG1 repair inh 4%, Mito fusion act 0%, RORgamma inh -7%, PKM2 activator -3%, VP16 counter -4%, Rab9 prom act 0%, MBNL1 CUG block 4% and Menin MLL FP TR -4%.
For COC(=O)C1=C(O)/C(=C\c2ccc(CNS(=O)(=O)c3ccc(Cl)cc3)o2)N=C1C the results were KCNH2 3.1 block -1, NPC1 prom act 1%, FLuc counter 0%, ELG1 repair inh -8%, Mito fusion act -2%, RORgamma inh inconclusive, PKM2 activator 20%, VP16 counter inconclusive, Rab9 prom act 6% and Menin MLL FP TR inconclusive.
`COC(=O)c1ccc(OCc2nn[nH]n2)cc1` gave KCNH2 3.1 block -16, NPC1 prom act -2%, FLuc counter -18%, ELG1 repair inh 1%, Mito fusion act 1%, RORgamma inh -40%, PKM2 activator -6%, VP16 counter -3%, Rab9 prom act 2%, MBNL1 CUG block -13% and Menin MLL FP TR 2%.
`CCOc1ccc(N(CC(=O)Nc2cc(OC)cc(OC)c2)S(=O)(=O)c2c(C)[nH]c(=O)[nH]c2=O)cc1` gave KCNH2 3.1 block 16, NPC1 prom act -3%, FLuc counter -1%, ELG1 repair inh inconclusive, Mito fusion act -3%, RORgamma inh -15%, VP16 counter -12%, Rab9 prom act 0% and MBNL1 CUG block -3%.
For Cc1ccc(C(=O)NCCc2csc(C)n2)cc1 the results were KCNH2 3.1 block -3, NPC1 prom act inconclusive, FLuc counter 9.5µM*, ELG1 repair inh inconclusive, Mito fusion act 0%, RORgamma inh -44%, PKM2 activator 1%, VP16 counter -28%, Rab9 prom act 3.2µM*, MBNL1 CUG block -9% and Menin MLL FP TR 1%.
CCC(=O)N1CCc2cc(Br)cc(S(=O)(=O)NC3CCN(Cc4ccccc4)CC3)c21 was read as KCNH2 3.1 block -7, NPC1 prom act 1%, FLuc counter 4%, ELG1 repair inh inconclusive, Mito fusion act 0%, RORgamma inh -4%, PKM2 activator 10%, VP16 counter -3%, Rab9 prom act -1%, MBNL1 CUG block -12% and Menin MLL FP TR -20%.
O=C(NNc1cc(Cl)ccc1Cl)C1CCC1 was read as KCNH2 3.1 block 0, NPC1 prom act 2%, FLuc counter 4%, ELG1 repair inh -2%, Mito fusion act 1%, RORgamma inh -20%, PKM2 activator 1%, VP16 counter 1% and Rab9 prom act 1%.
For COc1cccc(NC(=O)CN(C)C(=O)CNC(=O)c2ccc(Oc3ccccc3)cc2)c1 the results were KCNH2 3.1 block 1, NPC1 prom act 27%, FLuc counter 6µM*, ELG1 repair inh inconclusive, Mito fusion act -4% and Rab9 prom act inconclusive.
`COCCNc1oc(-c2cccs2)nc1S(=O)(=O)c1ccc(C)cc1` gave KCNH2 3.1 block 8, NPC1 prom act -7%, FLuc counter -3%, ELG1 repair inh -6%, Mito fusion act -1%, RORgamma inh 0%, PKM2 activator 2%, VP16 counter -10%, Rab9 prom act -16%, MBNL1 CUG block 8% and Menin MLL FP TR 0%.
Screening O=C(COC(=O)CSCC(=O)N1CCCCC1)Nc1ccc(Cl)cc1 returned KCNH2 3.1 block -2, NPC1 prom act -8%, FLuc counter 0%, ELG1 repair inh 4%, Mito fusion act -1%, RORgamma inh -3%, PKM2 activator -3%, VP16 counter -10%, Rab9 prom act 14%, MBNL1 CUG block -9% and Menin MLL FP TR 14%.
`Cn1c(N)c(C(=O)COC(=O)CC(NC(N)=O)c2ccc(Cl)cc2)c(=O)n(C)c1=O` (stereo unspecified) gave KCNH2 3.1 block 15, NPC1 prom act 0%, FLuc counter 2%, ELG1 repair inh 17%, Mito fusion act 1% and Rab9 prom act 0%.

Screening data (PubChem BioAssay)
